MOR-DOR ag: OPRM1-OPRD1 heterodimerization agonism; 340,000 tested, 0.3% active; P35372+P41143; AID 504326; cells, luminescence; activation, % at 9.3 µM; in the data active = activation above about 18%;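 note: 0% = vehicle-treated cells and 100% = reference agonist; values of inactives mirror those of a sister screen read the other way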
Target sequence (P35372 whole entry, looked up): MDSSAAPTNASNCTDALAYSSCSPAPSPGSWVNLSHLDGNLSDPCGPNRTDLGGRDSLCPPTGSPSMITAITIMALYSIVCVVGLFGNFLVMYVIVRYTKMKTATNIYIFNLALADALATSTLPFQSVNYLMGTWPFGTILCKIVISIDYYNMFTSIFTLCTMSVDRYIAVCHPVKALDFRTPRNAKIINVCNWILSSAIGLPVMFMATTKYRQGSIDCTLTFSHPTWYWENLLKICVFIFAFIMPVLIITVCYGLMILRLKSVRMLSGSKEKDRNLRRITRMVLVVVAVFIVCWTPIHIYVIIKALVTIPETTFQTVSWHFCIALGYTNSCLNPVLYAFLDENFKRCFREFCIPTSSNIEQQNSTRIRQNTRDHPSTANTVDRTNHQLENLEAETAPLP
Target sequence (P41143 whole entry, looked up): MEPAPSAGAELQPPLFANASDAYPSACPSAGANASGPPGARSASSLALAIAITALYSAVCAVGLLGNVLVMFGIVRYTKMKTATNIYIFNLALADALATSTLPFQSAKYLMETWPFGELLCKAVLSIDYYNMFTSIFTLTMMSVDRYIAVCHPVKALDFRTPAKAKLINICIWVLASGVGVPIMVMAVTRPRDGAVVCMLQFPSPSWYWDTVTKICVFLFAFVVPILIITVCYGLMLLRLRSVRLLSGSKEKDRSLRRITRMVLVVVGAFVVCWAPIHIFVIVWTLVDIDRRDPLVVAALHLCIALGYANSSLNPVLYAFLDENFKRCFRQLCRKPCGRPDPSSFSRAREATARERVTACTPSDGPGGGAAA
HTR5A ag ctr: counter-screen for OPRM1-OPRD1 agonists: human HTR5A agonism | HTR5A agonist assay, luminescence, cell-based | activation, % at 9.3 µM | 340,000 tested, 0.61% active; in the data active = activation mostly above about 9.5%, no sharp cut-off; inactive = mostly below about 7.6%;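 note: 0% = cells with vehicle only and 100% = reference agonist; strong numbers were not always called active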
E coli growth: counter-screen for AddAB inhibitors: E. coli growth inhibition. E. coli V3065 growth, OD600 absorbance, 18 h. inhibition, % at 11.9 µM. 330,000 tested, 0.27% active;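 active = inhibition above the campaign's mean inhibition across all tested compounds plus 3 SD, cut at about 9.9% in these data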;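 note: uninfected addAB+ strain grown without phage in ampicillin broth; 0% = DMSO wells and 100% = ciprofloxacin 0.95 µg/ml wells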
PKA-R1A act: activates the PKA-R1A holoenzyme complex. P00514+P68181. PKA-R1A dissociation, Cy5-IP20 fluorescence polarization; scaled: DMSO 0%, 113 µM cGMP 100%. activation, % at 11.4 µM. 340,000 tested, 0.083% active. AID 504707;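 active = percent activation above the mean of all tested compounds plus 3 SD, cut at about 19% in these data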;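 note: higher means more PKAc released from R1A so a rise in polarization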
HTR5A inv ctr: counter-screen for OPRM1-OPRD1 inverse agonists: human HTR5A inverse agonism; P47898; HTR5A cell line, luminescence; inhibition, % at 9.3 µM; 340,000 tested, 0.083% active; AID 504634; in the data active = inhibition mostly above about 23%, no sharp cut-off; inactive = mostly below about 18%;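 note: 0% = cells with DMSO and 100% = no-cell wells with DMSO; some compounds called inactive have numbers as strong as hits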
Mot1-301 SUMO: SUMOylation pathway inhibition by Mot1-301 growth rescue; S. cerevisiae Mot1-301 growth rescue, ATP luminescence, 38.5C; percent above DMSO median, 100 means doubled; growth rescue, % at 18.8 µM; 320,000 tested, 1% active; AID 2716;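 active = every valid replicate shows activation above 250% relative to neutral control wells; inactive = the rest, any valid replicate at or below 250%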;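 note: OY570 slx delta 5 strain wells were the positive control but not used for scaling; some compounds called inactive have numbers as strong as hits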
AddAB inh: less growth of phage-infected E. coli with AddAB | E. coli expressing H. pylori AddAB, absorbance growth | inhibition, % at 11.9 µM | 330,000 tested, 0.29% active; in the data active = inhibition above about 12%;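 note: 0% = vehicle wells of infected cells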
phage Ecoli inh: E. coli growth loss with phage present; growth absorbance; inhibition, % at 11.9 µM; 360,000 tested, 0.26% active; in the data active = inhibition above about 11%
PfHsp90 set2: growth inhibition of yeast expressing Plasmodium Hsp90 | S. cerevisiae expressing PfHsp90, BacTiter-Glo ATP, 48 h; yeast lacking PDR1 and PDR3 efflux regulators | inhibition, % at 9.4 µM | 310,000 tested, 0.32% active | AID 504621;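 active = every replicate shows inhibition above about 80%, whatever the replicate mean, limit read from the data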;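 note: 0% = DMSO neutral controls and 100% = 20 µM radicicol positive controls; yeast relying on Plasmodium falciparum Hsp90 in place of its own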
OPRM1-OPRD1 inv: mu-delta opioid heterodimer inverse agonism. P35372+P41143. cell-based MOR-DOR heterodimer luminescence. inhibition, % at 9.3 µM. 340,000 tested, 0.21% active. AID 504357; in the data active = inhibition above about 22%, passing the limit was not always enough;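 note: 0% = cells with DMSO and 100% = wells without cells with DMSO; values of inactives mirror those of a sister screen read the other way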
Pemphigus Ab inh: inhibitors of pemphigus antibody binding to human desmoglein-3. binding (percent of control), % at 10 µM. AID 588358. 310,000 tested, 0.48% active. DSG3-coupled beads, scFv-anti-DSG3-GFP binding, flow cytometry; active compounds read low;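 active = binding more than 3 SD below its plate's average and above zero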;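 note: hits lower antibody fragment binding to DSG3; some compounds called inactive have numbers as strong as hits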
The depositor's hits bear a star; . = no result given.

SMILES	MOR-DOR ag	HTR5A ag ctr	E coli growth	PKA-R1A act	HTR5A inv ctr	Mot1-301 SUMO	AddAB inh	phage Ecoli inh	PfHsp90 set2	OPRM1-OPRD1 inv	Pemphigus Ab inh
Cc1cccn2c(CN3CCSCC3)c(C(=O)N3CCOCC3)nc12	0.0	1	-0.9	2	-2	-15	-0.8	1.1	3	0	.
CCCn1c(N)c(CC)c(=O)[nH]c1=O	-1.7	-1	-0.4	-6	9	-3	1.4	0.3	11	8	107
COc1cccc(CC(=O)Nc2ccc(N3CCOCC3)c(S(=O)(=O)Nc3ccccc3OC)c2)c1	-0.4	-5	.	5	0	.	.	2.3	-18	1	98
N=C(N)SCP(=O)(c1ccccc1)c1ccccc1	-2.3	9	-2.9	11	-20	23	-1.9	1.1	7	11	.
Cc1nn(-c2ccccc2)c2nc(=O)n(-c3ccccc3)cc12	-1.2	-1	0.9	4	24	-7	-0.6	-0.3	-6	6	100
CCCOc1ccc(C(=O)CCCC(=O)c2ccc(OCCC)cc2)cc1	-0.6	-2	0.0	-4	4	-4	1.8	2.7	-3	3	104
C=CCn1c(C(C)NC(=O)c2cccc(C)c2)n[nH]c1=S (stereo unspecified)	2.2	2	-1.1	-8	-5	10	-2.0	0.2	20	-16	110
C=CCOc1ccc(CNC(C)(C)CO)cc1OC	-2.0	3	2.1	-1	-7	.	-2.1	2.8	-1	10	99
CCOc1ccc(C(=O)c2cc3ccc(O)cc3oc2=O)cc1	-3.3	3	1.7	1	-3	-9	1.6	2.2	10	17	100
COc1ccc(-n2nc(C(=O)NCC(=O)NCCCN3CCOCC3)c3ccccc3c2=O)c(OC)c1	-0.9	3	-0.6	4	-10	-9	3.2	0.7	21	6	.
CC(C)NC(=O)/C(=C/c1cn(-c2ccccc2)nc1-c1cccc([N+](=O)[O-])c1)NC(=O)c1ccccc1	-1.2	-1	1.0	3	2	13	1.5	2.5	18	8	99
CC1CC2C3CCC4=CC(=O)C=CC4(C)[C@@]3(Cl)C(O)CC2(C)C1(O)C(=O)CO (stereo partly specified)	-1.0	4	0.9	-7	-13	-19	-0.6	1.3	26	6	99
CC(C#N)(NC(=O)CN1CCN(S(=O)(=O)c2ccccc2C#N)CC1)C1CC1 (stereo unspecified)	-1.1	0	0.7	5	24	-12	1.7	1.0	.	4	102
Cc1cccc(NC(=O)Cc2cccs2)n1	0.3	3	2.7	-18	-43	27	0.8	2.8	.	-2	101
CC(C)CC(NS(=O)(=O)c1ccc2[nH]c(=O)c(=O)[nH]c2c1)C(=O)O (stereo unspecified)	-3.1	1	-0.5	-1	-3	8	1.3	3.6	9	16	98
CCC(C)c1ccccc1N1CC(C(=O)Nc2cccc(S(=O)(=O)N3CCOCC3)c2)CC1=O (stereo unspecified)	-1.0	2	0.2	-9	12	3	0.6	1.1	-19	5	104
O=C1NCCCN1Cc1ccc(F)cc1	-1.2	0	-0.3	-11	0	-3	-0.8	3.0	-1	6	99
CCN(CC)CCN(C(=O)/C=C/c1cccs1)c1nc2ccc(Cl)cc2s1	0.5	10	1.6	-11	-25	32	6.8	1.6	10	-3	110
COC(CNC(=O)c1ccc(N2CCC3(CC2)OCCO3)c([N+](=O)[O-])c1)OC	-1.0	3	0.4	1	12	10	0.7	2.8	-6	6	102
COc1ccc(C(=O)NCc2ccccc2OC)c(OC)c1	-2.5	-1	-1.7	5	3	24	-0.3	3.0	.	12	103
CC(C)NCC(O)Cn1c2c(c3ccccc31)CCc1c-2cnn1-c1ccccc1 (stereo unspecified)	4.5	11	1.9	-3	-27	638	7.3	-0.9	11	-19	.
O=C(NCc1cccnc1)c1nc(-c2cccs2)no1	-1.4	-4	1.6	-11	-2	28	1.7	3.9	13	7	87
COc1ccccc1-n1cnnc1SCC(=O)c1cc(C)n(Cc2cccs2)c1C	-1.1	-1	-2.6	2	15	2	-2.1	1.6	6	5	102
CCCCC(=O)Nc1cccc(-c2cn3ccccc3n2)c1	0.2	3	3.5	4	-7	-8	4.9	3.9	.	-1	104
Cc1cc(NC(=O)c2cc(-c3ccco3)on2)nn1Cc1ccc(Cl)cc1	2.0	0	-0.2	-11	-11	-4	-2.6	2.5	-22	-11	98
Oc1cc(NCc2ccc(Cl)cc2)cc2cccnc12	1.9	4	-0.5	3	4	-12	1.2	4.6	-14	-11	99
CCC(=O)c1cccc(-c2ccccc2)c1CC	1.3	-2	.	17	7	.	.	5.6	-3	-7	114
CC(C)CC(=O)NC(=S)Nc1nc(-c2ccc(Cl)cc2)cs1	0.8	-3	2.4	-13	-12	-2	3.4	4.9	-5	-5	99
O=C(CSCCc1ccccn1)Nc1cccnc1Cl	1.2	9	-3.3	-4	6	-10	-2.8	-2.7	7	-6	110
CCCC(=O)Nc1nc(C)c(C(C)=O)s1	-0.1	6	-0.2	10	7	9	3.2	1.5	-4	0	102
COc1cccc(CC(=O)NC2CCCN(Cc3ccccc3F)C2)c1 (stereo unspecified)	0.7	0	0.1	-6	-1	0	1.9	3.7	-35	-3	115
CC1Cc2ccccc2N1C(=O)Cn1nc(C(=O)O)c2ccccc2c1=O (stereo unspecified)	-2.2	63*	-1.8	-5	-160	.	3.8	2.2	14	12	101
O=C(CCc1ccccc1)N=C1SC2CS(=O)(=O)CC2N1c1ccc(F)cc1 (stereo unspecified)	-3.0	-3	0.7	-1	-14	-5	2.5	3.4	4	15	103
Cc1ccccc1CC(=O)NCc1cccnc1	-4.4	0	-2.1	-15	0	-11	2.7	-0.9	-8	20	91
OC1CCN(Cc2cccc3ccccc23)CC1	-3.2	-2	2.2	3	-24	19	-0.4	2.6	-7	16	114
COc1ccccc1CNC(=O)c1sccc1C	-2.7	9	-2.1	-1	-10	114	1.9	0.1	28	14	111

Complete entries, quoted from the list. Order of values: MOR-DOR ag, HTR5A ag ctr, E coli growth, PKA-R1A act, HTR5A inv ctr, Mot1-301 SUMO, AddAB inh, phage Ecoli inh, PfHsp90 set2, OPRM1-OPRD1 inv, Pemphigus Ab inh
`O=C(CCc1ccccc1)N=C1SC2CS(=O)(=O)CC2N1c1ccc(F)cc1` (stereo unspecified) across the screens: -3.0, -3, 0.7, -1, -14, -5, 2.5, 3.4, 4, 15, 103
`COc1ccccc1CNC(=O)c1sccc1C` across the screens: -2.7, 9, -2.1, -1, -10, 114, 1.9, 0.1, 28, 14, 111
`OC1CCN(Cc2cccc3ccccc23)CC1` across the screens: -3.2, -2, 2.2, 3, -24, 19, -0.4, 2.6, -7, 16, 114

(list continues)
SMILES	MOR-DOR ag	HTR5A ag ctr	E coli growth	PKA-R1A act	HTR5A inv ctr	Mot1-301 SUMO	AddAB inh	phage Ecoli inh	PfHsp90 set2	OPRM1-OPRD1 inv	Pemphigus Ab inh
Cc1ccc(S(=O)(=O)NNC(=O)C2CCN(S(=O)(=O)c3ccc(C)cc3)CC2)cc1	-1.6	3	-1.1	-5	14	.	0.3	1.7	2	9	.
O=C(NO)c1ccccc1C(F)(F)F	-1.8	1	-1.7	-2	-3	12	1.2	5.8	7	9	83
CC(C)N1CCN(Cc2cc(F)ccc2-n2cccn2)CC1CCO (stereo unspecified)	1.4	1	-0.7	0	-3	-5	1.0	2.3	-1	-8	95
CC(=O)Nc1ccc(NC(=O)CC2Nc3cccc4cccc(c34)NC2=O)cc1 (stereo unspecified)	0.8	6	1.9	-3	-15	-17	-0.3	0.2	16	-4	113
COc1ccc(N(CC(=O)NCc2ccccc2OC)S(=O)(=O)c2ccc(C)cc2)cc1Cl	-0.7	0	1.5	-2	-13	0	1.2	0.1	-14	3	103
Cc1ccc(NC(=O)CCn2c(=S)oc3ccccc32)cc1	-0.7	7	-1.8	4	-17	2	1.5	5.2	2	5	86
Cc1nc2c(Cl)cc(Cl)cc2[nH]1	-1.5	-5	3.0	4	11	-4	4.4	4.3	3	8	79
COC(=O)CN1C(=O)[C@@H]2[C@H](C1=O)[C@@H]1CC(C(=O)OC)=C[C@@H](C(=O)OC)[C@@H]3C1=C(C(=O)[C@]3(C)NC(=O)c1ccccc1)[C@@H]2C	-0.8	-6	-1.7	1	17	10	1.6	1.0	13	5	103
CCc1nc(C)cn1S(=O)(=O)c1cc([N+](=O)[O-])ccc1Cl	-0.2	1	1.6	5	-3	-2	4.8	1.9	12	1	100
COc1ccc2c(C)cc(=O)[nH]c2c1	2.3	4	-0.5	-11	-10	8	0.8	2.6	3	-14	108
Cn1nc(C(F)(F)F)c2cc(C(=O)NC3CC3)sc21	4.1	-1	-0.9	-6	4	-14	4.4	0.5	-13	-24	103
CN(C)CCN1C(=O)CCC2(C)C1=CCC1C2CCC2(C)C1CCC2(C)O (stereo unspecified)	-1.7	1	.	8	-2	.	.	-1.1	26	9	91
O=C(CCCN1C(=O)CCC1=O)Nc1ccc2c(c1)OCO2	-1.6	-1	0.1	-3	3	-12	2.1	-0.3	-9	7	99
COc1cccc(CC2(CO)CCN(Cc3cccn3-c3cccnc3)CC2)c1	-0.4	1	-3.3	-12	-3	0	0.7	4.7	5	2	101
CCc1cccc(C)c1NC(=O)CN(C)C1=NS(=O)(=O)c2ccccc21	-4.4	1	-0.1	-5	-2	.	2.8	0.9	2	18	100
CCC(C(=O)OCC(=O)N(CCOC)c1c(N)n(Cc2ccccc2)c(=O)[nH]c1=O)c1ccccc1 (stereo unspecified)	-2.5	2	0.4	4	18	2	3.1	0.2	-22	13	101
CN(Cc1cccnc1)Cc1cn(C)nc1-c1ccc(Oc2ccccc2)cc1	-0.4	-1	-1.7	-7	-16	106	3.0	3.5	.	2	123
Cc1cccc(C(C#N)c2nc3ccccc3nc2C(F)(F)F)c1 (stereo unspecified)	1.4	-3	1.3	-2	8	-7	3.7	4.0	.	-7	110
COc1c(C)cccc1C(=O)Nc1ccc(N2CCOCC2)c(Cl)c1	0.0	-7	3.8	-5	-13	9	-1.1	2.8	-7	0	104
CN(CC(=O)Nc1ccc(F)cc1)C(=O)c1cc(-c2ccco2)nc2ccccc12	0.6	-1	0.3	6	5	3	1.7	3.8	-4	-4	86
Cc1onc(-c2ccccc2)c1C(=O)Nc1cccc2nsnc12	6.0	-3	-0.8	3	9	1	-1.7	2.5	-37	-34	106
CC(=O)c1ccc(OCC(=O)OCC(=O)N(CC(C)C)c2c(N)n(Cc3ccccc3)c(=O)[nH]c2=O)cc1	-0.7	-2	.	-6	4	.	.	-2.1	.	4	.
O=C(CNC(=O)Cc1ccccc1)N=Nc1c(O)[nH]c2ccccc12	-2.0	-4	0.4	-9	-4	8	2.3	2.4	13	13	.
O=C(CC1CCCCC1)NCc1nc(-c2ccccc2)no1	1.9	7	0.1	6	-7	368	2.4	3.3	37	-10	105
Cc1c(C=NNc2ccccc2)[nH]c(=O)[nH]c1=O	-0.4	2	.	-2	-9	.	.	3.6	23	2	107
COC(=O)c1nn(-c2ccccc2)c(Sc2ccc(Cl)cc2)c1/C=N/O	5.0	-1	4.7	-7	5	0	4.8	2.2	-14	-27	108
Cc1cccc(NC(=O)C(=O)NNC(=O)c2ccc(C(C)(C)C)cc2)c1	-1.4	0	1.3	-3	-1	-7	-1.0	0.3	-32	7	98
Nc1ccccc1C=C1Cc2ccccc2C1=O	-1.9	-2	.	-3	7	.	.	1.3	.	9	105
Brc1ccc2cccnc2c1	2.7	4	-1.6	6	-19	-8	3.9	-1.0	29	-11	.

Compound activity as filed in PubChem.
